# Bioassay records (PubChem)
# CHOP inhibitor = inhibitors of CHOP induction in ER stress response | CHO-K1 CHOP-promoter luciferase, tunicamycin-induced, 15-18 h | inhibition, % at 10 µM | actives 3.8% (n = 220,000) | AID 2732;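 active means compounds that reduced the stress-induced luciferase reporter signal by more than about 70% of percent inhibition, limit read from the data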;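 further: 0% = tunicamycin plus vehicle and 100% = wells without tunicamycin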
# Runt-SMMHC FRET = Runt domain-CBFb-SMMHC interaction inhibition | actives 0.74% (n = 220,000) | AID 1434 | Cerulean-Runt/Venus-CBFb-SMMHC FRET ratio 530/480, 1 h | inhibition, % at 20 µM | Q01196+Q13951;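 active means mean inhibition across duplicate retests at 20 µM reaching about 50%, limit read from the data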;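 further: 0% = DMSO wells and 100% = wells with excess untagged CBFb-SMMHC; inhibitors lower the FRET ratio by blocking Runt binding to CBFb-SMMHC; some results filed as inactive read as strong as hits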
# NCF1 inh = inhibitors of human p47phox binding. inhibition, % at 24.7 µM. P14598. p47phox/p22phox peptide binding, fluorescence polarization, 2 h. actives 0.53% (n = 220,000);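 active means inhibition above about 30%, limit read from the data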;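 further: 0% = p47phox with labelled peptide and 100% = labelled peptide alone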
# zfTRPN1 agonist = agonists of zebrafish TRPN1 channel; AID 1424; activation, % at 3 µM; HEK293 zebrafish TRPN1-YFP, Fluo-8 calcium fluorescence; 100% = response to 87 µM carbachol; actives 0.18% (n = 220,000);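 active means activation above its plate's cutoff, the mean activation of test wells on that plate plus 3 SD, cut at about 19% in these data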;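 further: 0% = DMSO alone and 100% = 87 µM carbachol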
#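 Material – zebrafish TRPN1-YFP in HEK293 cells · Doses – 3 µM single point · Schedule – dye 1 h 37 °C plus 30 min RT · Signal – Fluo-8 calcium fluorescence, excitation 470-495 nm, emission 515-575 nm · Read-out – % activation versus carbachol response · Control set – carbachol high, DMSO low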
# PPC-1+TRAIL kill = PPC-1 cancer cell killing with TRAIL present; PPC-1 cells + TRAIL, ATPLite viability luminescence; cell killing (% activity), % at 4 µM; actives 0.41% (n = 220,000); AID 1443;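 active means cell killing above 50% in the first pass at 4 µM, then a duplicate retest at 5 µM averaging 50% or more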;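 further: plate controls were cells with TRAIL plus DMSO for no effect and medium-only wells lacking cells for full effect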
# TRPML3 agonist = human mucolipin-3 channel agonism. actives 0.29% (n = 220,000). activation, % at 3 µM. HEK293 TRPML3-YFP, Fluo-8 calcium fluorescence; 100% = the carbachol control signal. Q8TDD5;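 active means activation above its plate's cutoff, the mean activation of the plate's test wells plus 3 SD, cut at about 12% in these data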;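 further: 0% = DMSO only wells and 100% = carbachol wells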
# Target sequence (Q8TDD5 whole entry, looked up): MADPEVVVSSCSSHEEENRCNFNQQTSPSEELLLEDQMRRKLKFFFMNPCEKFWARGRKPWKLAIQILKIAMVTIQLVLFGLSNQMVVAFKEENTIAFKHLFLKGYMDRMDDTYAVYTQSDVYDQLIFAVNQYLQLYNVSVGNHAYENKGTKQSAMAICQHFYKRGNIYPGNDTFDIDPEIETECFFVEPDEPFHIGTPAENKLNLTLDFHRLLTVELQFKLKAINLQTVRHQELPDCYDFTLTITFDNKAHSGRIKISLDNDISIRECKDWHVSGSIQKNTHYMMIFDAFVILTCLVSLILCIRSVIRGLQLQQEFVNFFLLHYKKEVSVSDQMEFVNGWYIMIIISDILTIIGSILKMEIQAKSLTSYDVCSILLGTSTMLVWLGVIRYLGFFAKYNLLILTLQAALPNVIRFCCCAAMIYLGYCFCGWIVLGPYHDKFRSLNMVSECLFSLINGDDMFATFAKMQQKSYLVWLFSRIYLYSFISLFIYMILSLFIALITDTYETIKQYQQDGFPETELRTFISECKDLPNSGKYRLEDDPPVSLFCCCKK
#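 Test system: HEK293 cells stably carrying human TRPML3-YFP; Doses: single dose, 3 µM final nominal compound, 0.3% DMSO final; Schedule: dye loading 1 h 37 °C then 30 min ambient, 125 s read; Technique: Fluo-8 calcium fluorescence; Benchmarks: high control carbachol 87 µM, low control DMSO.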
# MDM2 E3 inh = blocks human Mdm2 ubiquitin ligase activity | Q00987 | cell-based MDM2 ubiquitination luciferase reporter, 2 h; 0 = plate control, 100 = twice control, blank-subtracted | signal enhancement, % at 5 µM | actives 0.11% (n = 210,000) | AID 1230;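 active means signal enhancement of 30% or more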;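 further: luminescence tracks abundance of the self-degrading MDM2-luciferase fusion protein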
#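 System: stable MDM2–luciferase fusion reporter cells / Input: 2000 cells seeded into each well / Schedule: 4 h settle plus 2 h compound, 37 °C / Compound: single-point 5 µM / Buffer or medium: cells held in DMEM / Benchmarks: control and blank well means / Evaluation: percent signal gain over controls, blank-subtracted / Measured by: luciferase luminescence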
# TNF necrop inh = blocks TNF-alpha induced death of Jurkat FADD-/- cells | Jurkat FADD-/- TNF necroptosis rescue, ATP luminescence, 24 h; 0 = TNF only, 100 = no-TNF cells | activation (protection from cell death), % at 10 µM | actives 0.068% (n = 220,000);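 active means activation, meaning protection from cell death, of at least 50% relative to plate controls; inactive means activation below 50%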;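 further: necroptosis triggered by 40 ng/mL TNF-alpha added together with compound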
# EBV gp42 inh = blocks Epstein-Barr virus glycoprotein 42 binding; AID 1085; inhibition, % (tested at 21.74 µM); Q1HVG2; Fluorescence polarization binding assay, mP read-out; actives 0.42% (n = 220,000); in the data active means inhibition above about 50%
# Target sequence (Q1HVG2 whole entry, looked up): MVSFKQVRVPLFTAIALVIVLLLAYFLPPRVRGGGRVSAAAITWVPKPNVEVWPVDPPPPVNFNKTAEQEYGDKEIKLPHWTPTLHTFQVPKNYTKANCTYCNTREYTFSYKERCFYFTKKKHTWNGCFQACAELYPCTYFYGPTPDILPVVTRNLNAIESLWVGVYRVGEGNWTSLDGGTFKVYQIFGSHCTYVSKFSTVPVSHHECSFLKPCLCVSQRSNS
# * marks the source's active call; other numbers are inactive results; . = not tested or not shown; [ ] = dose if it differs, or a comment. An unsorted share of the library; overall some 5.9% were active at least once.
SMILES,CHOP inhibitor,Runt-SMMHC FRET,NCF1 inh,zfTRPN1 agonist,PPC-1+TRAIL kill,TRPML3 agonist,MDM2 E3 inh,TNF necrop inh,EBV gp42 inh
Cc1ccccc1Nc1nnc(SCC(=O)NC2CCCc3ccccc32)s1 (centres undefined),21,1,-6,-1.8,0,-0.3,-10,1.3,-2
CC(/C=C/c1ccccc1)=N\NC(=O)c1cc(C)[nH]n1,-11,6,5,0.0,1,0.3,3,1.5,5
Cc1cccc(NC(=O)c2cccc3c2C(=O)c2ccccc2-3)c1,3,-12,-5,-0.4,17,0.1,-8,-1.3,2
COc1ccc(-c2onc(C)c2-c2cnn(-c3ccccc3)c2)c(O)c1,37,1,-15,-0.7,32,-0.3,-12,-0.2,3
CCCc1nc2c(sc3nc4c(cc32)COC(C)(C)C4)c(=O)n1Cc1ccco1,24,26,-49,-0.2,7,0.6,-11,-8.4,3
O=C(Nc1ccccc1)N1CCc2scc[n+]2-c2ccccc21,-37,16,-2,-0.7,21,0.9,-11,0.1,-15
CC(C)CSc1nc2ccccc2c(=O)[nH]1,69,5,-2,-1.0,14,-0.2,-13,-0.3,1
CC(C)CC(=O)Nc1ccccc1N1CCN(c2ccc(F)cc2)CC1,43,2,0,-1.2,-26,-0.2,-12,-0.1,-4
CCCN(CCC)C(=O)CSc1nc2c(sc(=S)n2-c2ccc(OCC)cc2)c(=O)[nH]1,-8,-4,-15,-1.8,.,0.4,-8,-0.7,-11
Cc1ccc(C)c(OCCOCCN2CC(C)OC(C)C2)c1C (centres undefined),22,0,7,-1.2,-17,0.4,-6,1.9,-3
COc1cccc(-c2nnc(-c3ccc(C)o3)o2)c1,25,-1,-14,0.4,44,0.1,-42,-1.6,-3
CCOc1ccc(-c2csc(NC(=O)CSCC(=O)O)n2)c2ccccc12,-16,97*,-5,-0.8,23,-0.8,-4,0.1,4
COc1cccc(NC(=O)C2C3C=CC4(O3)C2C(=O)N(C2CC2)C4C(=O)NC2CCCCC2C)c1 (centres undefined),1,3,-22,0.9,11,0.9,3,1.3,-18
Cc1cccc2cc(CN(CCc3ccccc3)C(=O)N3CCOCC3)c3nnnn3c12,13,-1,-14,1.0,-6,-0.1,-3,0.5,-13
CCOc1ccc(NC(=S)NN2CCN(C)CC2)cc1,-8,0,5,0.1,-10,0.6,12,1.1,-10
O=C(Nc1ccsc1C(=O)NC1CCCCC1)c1ccc(F)cc1,70*,1,-7,1.1,31,-1.0,-5,-0.2,-16
CC(CN1C(C)CCCC1C)OC(=O)c1ccccc1Cl (centres undefined),18,-2,-11,-2.3,-21,-0.5,-24,-0.3,-9
Cc1ccc(NC(=O)COC(=O)C2=COCCO2)c([N+](=O)[O-])c1,-5,-2,-5,-0.5,5,1.1,4,-0.3,-5
Cc1ccnc(NS(=O)(=O)c2cccs2)c1,1,0,-10,-0.8,14,-0.3,-15,-1.2,-14
COc1ccc(C)cc1NC(=O)CNc1ccccc1CN(C)C1CCCCC1,21,-1,-4,-0.9,46,-0.8,-15,2.3,-16
O=C(c1ccccc1)n1ccc(-c2cnc(-c3ccccc3)s2)n1,47,-3,4,-0.4,29,0.5,-43,6.3,-3
COc1ccc2c(C)cc(=O)[nH]c2c1,27,4,6,0.3,10,0.7,-16,1.8,11
Cc1cc(N2CCCCC2)ccc1[N+](=O)[O-],23,-5,-13,-1.8,23,0.3,-15,0.6,-51
Cc1ccc(S(=O)(=O)NC2=NCN(CCN3CCOCC3)CN2)cc1,5,-49,-5,0.4,-8,1.0,-5,0.9,-21
Cc1cc(C)nc(-n2ncc3c2CC(c2ccccc2)CC3=O)n1 (centres undefined),12,3,1,2.6,-1,1.9,-3,-0.2,-4
CCCCCCOc1ccc(C(CC(=O)O)C(N)=O)cc1 (centres undefined),-22,3,-9,1.6,-9,0.3,-24,-4.9,-24
Cc1c(C(=O)Nc2cccc([N+](=O)[O-])c2)csc1-c1ccccc1,65,8,3,0.4,12,0.8,-29,-11,-17
O=C(c1ccc([N+](=O)[O-])cc1)N1CCc2ccccc2C1,23,2,-14,-1.1,6,0.1,0,0.5,-19
O=C(Cc1ccccc1)n1nc(-c2ccccc2)nc1NCc1ccco1,17,2,-10,-0.3,6,0.7,0,0.9,-6
COC(=O)c1sc(OC)cc1OCc1ccc(C)cc1,18,1,-1,-1.0,-2,0.8,-1,1.3,-4
CN(C)C(=O)CCc1nc(-c2ccc(C(C)(C)C)cc2)no1,44,-3,5,3.4,20,-0.9,-32,2.1,-11
C/C(CC(=O)Nc1ccc(N(C)C)cc1)=N\NC(=O)c1ccccn1,-19,3,-11,-0.3,2,-0.2,-8,0.1,-9
Cc1nn(C)c(C)c1/C=N/O,-17,4,29,-0.7,3,0.1,-15,0.0,-4
C(=N\Nc1nc2ccccc2s1)/c1ccc2c(c1)OCO2,-21,2,1,-0.5,10,0.8,-23,7.7,-18
CN(C)CCCOC(=O)c1ccc(Cl)cc1Cl,18,3,-8,2.2,36,1.2,-8,1.8,-5
N#Cc1cc2c(=O)n3ccccc3nc2n(CCCN2CCOCC2)c1=O,-26,62*,-18,-0.8,5,1.6,-11,0.6,11
Cc1cc(/C=C2/C(=O)NN(c3ccccc3)C2=O)c(C)n1-c1cccc(O)c1,26,-9,2,0.6,81*[5 µM],0.7,-51,1.5,5
O=C(NCC(=O)N1CCN(S(=O)(=O)c2cccs2)CC1)c1ccc(Cl)cc1,12,-1,-10,0.5,14,-0.6,-9,-1.8,-10
CC1Nc2nc(NC(=O)C(C)(C)C)[nH]c(=O)c2N(C)C1C (centres undefined),13,0,-6,0.4,8,0.7,-4,0.4,-5
Fc1ccc(C2=CC(c3cccs3)n3nnnc3N2)cc1 (centres undefined),11,-5,-6,0.0,5,0.8,2,2.8,6
Cc1oc(-c2ccc(Cl)cc2)nc1CS(=O)CC(=O)NCCCN(C)C1CCCCC1 (centres undefined),22,0,-11,-0.6,-1,0.7,-13,-3.1,-8
COc1ccc(NC(=O)NCc2ccco2)c(OC)c1,4,2,-5,-0.3,11,-0.1,-12,2.2,-12
CC(C(=O)N1CCN(c2ccc(Cl)cc2)CC1)c1ncc(C(F)(F)F)cc1Cl (centres undefined),71*,2,-10,-0.8,-6,-1.3,-13,-4.8,5
CCOC(=O)c1ccc(NC(=O)C2CC(=O)N=C(N)S2)cc1 (centres undefined),18,3,-2,0.2,-9,0.6,5,2.5,-20
Cc1ccc(N2C(=O)CC(Nc3cccc4ccccc34)C2=O)cc1 (centres undefined),75*,1,-7,-0.8,14,-0.1,-12,-1.6,-21
CC(=O)Nc1ccc(-c2nnc(SCC(=O)c3ccc4c(c3)Cc3ccccc3-4)n2C)cc1,105*,-16,-8,0.1,8,0.5,-13,-4.4,-4
CC(=O)NCc1cccc(CNC(C)=O)n1,-27,2,2,1.9,31,1.1,-5,-1.0,11
CCCSc1nnc(NC(=O)Nc2ccc(C)cc2)s1,-10,1,-7,0.9,0,0.9,-12,1.8,-2
Cc1cc(C)c(C#N)c(SCc2ccccc2C)n1,69,-2,1,0.2,11,0.2,6,-1.6,-3
COc1ccc(C(=O)C[n+]2cccc(Br)c2)cc1,7,0,-7,-1.3,11,-0.1,-11,0.8,-6
O=C(c1ccc(S(=O)(=O)Nc2ccc(F)cc2)cc1)N1CCN(c2ccccn2)CC1,44,1,-4,10,25,5.7,-6,-0.4,-10
O=C(NCc1ccccc1)c1ccc(COCC(F)(F)F)o1,30,7,-7,-1.0,-14,-0.3,-17,-1.7,-24
CC(C)OCCCNC(=O)c1ccc(CS(=O)(=O)Cc2ccccc2F)o1,-19,2,-19,1.1,6,-0.1,-15,-0.1,-19
COc1cc(C(=O)OC(C)C(=O)N2CCc3ccccc3C2)ccc1OCC(=O)N1CCOCC1 (centres undefined),42,-1,-16,1.2,7,0.0,-23,-0.6,-18
CCN(CC)S(=O)(=O)c1ccc(Cl)c(NC(=O)c2ccncc2)c1,4,5,1,0.9,4,1.2,-16,0.4,-8
O=S(=O)(c1ccc2nc(Cc3ccccc3)[nH]c2c1)N1CCOCC1,6,-4,-5,0.2,30,-0.1,-7,0.5,-3
COc1ccc(NC(=O)CSc2nc3c([nH]c4ccccc43)c(=O)n2C)cc1,-9,-6,0,-1.2,14,1.2,-19,-0.2,-7
CCC(C)C(NS(=O)(=O)c1ccc(C)cc1)C(=O)O (centres undefined),-6,-1,16,1.4,5,0.3,-24,0.4,-27
CC(=O)Nc1ccc(-c2csc(NCc3ccco3)n2)cc1,23,0,-41,0.5,14,0.7,-4,-2.1,-9
Cc1cc(Cl)cc(Cl)c1OCCCCN(C)C,2,-2,-6,1.0,1,1.5,-6,9.0,9

# Single records, as listed above.
# Shown for CCCSc1nnc(NC(=O)Nc2ccc(C)cc2)s1 = CHOP inhibitor = -10; Runt-SMMHC FRET = 1; NCF1 inh = -7; zfTRPN1 agonist = 0.9; PPC-1+TRAIL kill = 0; TRPML3 agonist = 0.9; MDM2 E3 inh = -12; TNF necrop inh = 1.8; EBV gp42 inh = -2
# Shown for O=C(NCc1ccccc1)c1ccc(COCC(F)(F)F)o1 = CHOP inhibitor = 30; Runt-SMMHC FRET = 7; NCF1 inh = -7; zfTRPN1 agonist = -1.0; PPC-1+TRAIL kill = -14; TRPML3 agonist = -0.3; MDM2 E3 inh = -17; TNF necrop inh = -1.7; EBV gp42 inh = -24
# Shown for CC(=O)NCc1cccc(CNC(C)=O)n1 = CHOP inhibitor = -27; Runt-SMMHC FRET = 2; NCF1 inh = 2; zfTRPN1 agonist = 1.9; PPC-1+TRAIL kill = 31; TRPML3 agonist = 1.1; MDM2 E3 inh = -5; TNF necrop inh = -1.0; EBV gp42 inh = 11

# Next compounds follow.
SMILES,CHOP inhibitor,Runt-SMMHC FRET,NCF1 inh,zfTRPN1 agonist,PPC-1+TRAIL kill,TRPML3 agonist,MDM2 E3 inh,TNF necrop inh,EBV gp42 inh
Cc1cccc(Oc2ncnc(N)c2[N+](=O)[O-])c1,8,3,-8,0.1,2,0.2,-16,5.2,2
CCOc1ccccc1CN(CCc1ccc2c(c1)OCO2)Cc1ccccn1,0,0,0,-2.6,-14,-1.9,-4,3.0,-17
C/C(N)=C(/C#N)C(=O)COC(=O)c1cccc(C)c1O,2,-3,-19,1.1,8,0.7,5,-0.6,-2
O=C(COC(=O)c1cc(=O)c2ccccc2o1)Nc1ccc2ccccc2c1,-5,4,-2,0.2,22,0.8,1,0.4,-9
O=C(/C=C/c1ccccc1)Nc1scc(-c2ccccc2)c1C(=O)O,-2,-4,-6,-1.0,22,-0.1,-24,0.0,-13
Cc1ccc(CNC(=O)CCc2nnc(Cc3ccc(-c4ccccc4)cc3)o2)o1,44,-9,6,-1.1,26,-0.2,2,-0.4,11
COC(=O)c1ccccc1NC(=O)Nc1cccs1,-20,9,-15,-0.4,-11,0.3,.,-1.6,10
